Yp Topo-I inh = Y. pestis Topo-I inhibition via cleavage products | Y. pestis Topo-I cleavage product accumulation, plate reader | activity, % at 10 µM | 360,000 tested, 0.064% active | AID 504884; in the data active = activity above about 50%, passing the limit was not always enough; note: inactives centre near 2
TcdB inh = blocks C. difficile toxin B glycohydrolase activity; P18177; TcdB glycohydrolase enzymatic assay, plate reader; inhibition, % at 9.99 µM; 350,000 tested, 0.24% active; AID 652162; in the data active = inhibition above about 10%
Mtb UGM inh = Mtb UDP-galactopyranose mutase inhibition; 320,000 tested, 0.06% active; purified UGM, fluorescence polarization probe displacement; inhibition, % at 10 µM; P9WIQ1; in the data active = inhibition above about 10%, passing the limit was not always enough
Target sequence (P9WIQ1 whole entry, looked up): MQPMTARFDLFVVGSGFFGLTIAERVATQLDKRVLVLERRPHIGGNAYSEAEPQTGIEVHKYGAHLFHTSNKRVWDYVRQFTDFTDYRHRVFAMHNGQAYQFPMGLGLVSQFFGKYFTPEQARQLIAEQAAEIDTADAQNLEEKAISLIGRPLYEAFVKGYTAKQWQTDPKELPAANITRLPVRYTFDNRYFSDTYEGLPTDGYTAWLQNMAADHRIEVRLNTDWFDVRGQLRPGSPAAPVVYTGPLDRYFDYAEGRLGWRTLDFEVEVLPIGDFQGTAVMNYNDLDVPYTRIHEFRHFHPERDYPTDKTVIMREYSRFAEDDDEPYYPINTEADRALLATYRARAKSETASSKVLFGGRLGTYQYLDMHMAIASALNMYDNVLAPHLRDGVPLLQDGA
FadD28 FP inh = blocks FadD28 binding to the bisubstrate probe. fluorescence polarization. inhibition, % at 12.5 µM. 360,000 tested, 0.22% active; in the data active = inhibition above about 8.5%, passing the limit was not always enough
Vc quorum ag = inducers of Vibrio cholerae quorum light production without autoinducers; V. cholerae BH1578 lux reporter, luminescence, 6 h; activation, % at 18.7 µM; 350,000 tested, 0.16% active; AID 588436; in the data active = activation mostly above about 9.7%, no sharp cut-off; note: not every result past the cut was called active; inactives centre near 0; reference of the scale not given here
Mtb BioA inh = BioA (M. tuberculosis) enzyme inhibition; purified M. tuberculosis BioA enzyme, plate reader; inhibition, % at 9.99 µM; 360,000 tested, 0.096% active; AID 602481; in the data active = inhibition above about 40%
Mtb FBA inh = Mtb fructose-bisphosphate aldolase inhibition; P9WQA3; purified M. tuberculosis FBA, fluorescence read-out; inhibition, % at 1 µM; 360,000 tested, 2.3% active; AID 588726; in the data active = inhibition above about 27%;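 note: 0% = vehicle and 100% = reference inhibitor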
Target sequence (P9WQA3 whole entry, looked up): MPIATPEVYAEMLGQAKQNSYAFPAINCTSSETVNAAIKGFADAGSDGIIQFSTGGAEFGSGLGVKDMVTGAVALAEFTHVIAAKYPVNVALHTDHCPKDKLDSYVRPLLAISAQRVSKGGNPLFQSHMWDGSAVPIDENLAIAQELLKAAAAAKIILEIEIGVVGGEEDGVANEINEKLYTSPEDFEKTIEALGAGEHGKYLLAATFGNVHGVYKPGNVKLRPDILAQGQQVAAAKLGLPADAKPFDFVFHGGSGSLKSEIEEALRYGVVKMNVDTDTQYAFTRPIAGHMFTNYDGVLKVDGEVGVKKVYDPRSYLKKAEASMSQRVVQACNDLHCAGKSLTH
GDH-TPI inh = inhibits GDH-TPI coupling enzymes, artifact for Mtb FBA screen; inhibition, % at 4.8 µM; AID 588335; GDH-TPI coupled enzyme counterscreen, NADH absorbance; 360,000 tested, 1.2% active; in the data active = inhibition above about 30%;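 note: 0% = DMSO wells and 100% = wells lacking the enzyme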
PfHsp40 rescue = compounds rescuing yeast from Plasmodium falciparum HSP40 toxicity; S. cerevisiae expressing PfHsp40, growth rescue, ATP luminescence; growth rescue, % at 12.5 µM; 340,000 tested, 0.68% active; AID 504582; in the data active = growth rescue above about 28%, passing the limit was not always enough;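 note: yeast W303a lacking pdr1 and pdr3 grown in galactose medium; growth measured after three days at 30 °C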
Active calls of the source: *; i = inactive; x = no result given.

SMILES	Yp Topo-I inh	TcdB inh	Mtb UGM inh	FadD28 FP inh	Vc quorum ag	Mtb BioA inh	Mtb FBA inh	GDH-TPI inh	PfHsp40 rescue
CCc1ccc(NC(=O)CC2C(=O)N(c3ccc(OC)cc3)C(=O)N2CCOC)cc1 (configuration not stated)	16	0.2	-2.3	-2.0	i	-1.8	-1	-10	-1.1
COC(=O)CSc1nc(N)c(C#N)c(CC(C)C)c1C#N	-3	-1.5	0.9	-1.6	-0.4	x	4	21	1.1
Clc1ccc(C2[C@H]3CN(Cc4cccnc4)[C@H](c4ccccc4)C34CC2(c2ccccc2)C4)cn1 (some centres not stated)	27	1.3	1.1	-5.1	i	0.1	x	x	2.0
CCCCS(=O)(=O)N1C2=NC(C(=O)OC)=C(C(=O)OC)[C@@H]3N(C)c4ccc(OC)cc4[C@]23C[C@H]1C(=O)OC	1	x	0.0	x	i	x	2	7	0.0
COc1ccc(N2CC(C(=O)Nc3ccc(F)cc3F)CC2=O)cc1 (configuration not stated)	4	x	0.0	-0.3	-0.5	-0.1	4	6	1.5
COc1ccccc1NC1SC(=O)N(c2ccccc2)C1=O (configuration not stated)	-3	x	0.4	0.6	0.7	-1.5	4	0	-0.1
O=[N+]([O-])c1c(NCCO)cc(Sc2nc3ccccc3s2)c2nonc12	4	x	3.4	-1.6	-1.4	-0.3	-7	22	0.0
COc1ccc(COn2c(=O)c(C)[n+]([O-])c3ccccc32)cc1OC	2	x	-0.1	-3.2	14	9.1	3	7	-0.5
Cc1ccc(SC(C)C(=O)O/N=C(\N)c2ccncc2)cc1 (configuration not stated)	12	-0.4	-0.9	0.7	i	0.7	1	6	-0.6
CCc1nc2ccc(C(=O)NCCCn3ccnc3)cn2c1N(CC)C(=O)NCCc1ccccc1	-1	2.3	x	-2.7	i	-2.3	-4	2	x
Cc1[nH]c(=O)[nH]c(=O)c1/C=N/NC(=O)[C@@H](N)CC(C)C	1	1.3	-1.9	0.5	i	x	-1	1	0.0
O=C(CSc1nc2ccccc2s1)Nc1ccc(Cl)c(C(=O)O)c1	7	0.1	-1.4	-4.6	-0.6	x	1	6	0.3
COc1cccc(NC(=O)C(=O)NCCc2ccc(F)cc2)c1	-2	-1.1	-1.2	-1.8	-0.7	x	-1	8	0.4
COC(=O)C1=C(N)Oc2c(oc(CO)cc2=O)C1c1ccc(F)cc1 (configuration not stated)	7	1.2	2.1	-0.8	i	-0.2	-2	-5	x
O=C1c2cc(S(=O)(=O)N(CCO)CCO)ccc2-c2ccc(S(=O)(=O)N(CCO)CCO)cc21	-2	-0.7	0.0	-1.5	-0.4	x	-3	6	0.9
Cn1nc(C(=O)NNC(=O)CCOc2ccc(C(C)(C)C)cc2)c2ccccc2c1=O	38	0.1	-1.5	-2.1	i	-1.5	2	5	-0.2
Cc1nc(CSc2ccc(Cl)cc2)cc(N2CCOCC2)n1	0	x	0.9	-1.3	i	1.6	4	6	-2.2
CCC(C)Nc1nc(Cl)nc(N(C#N)CN2C(=O)c3ccccc3S2(=O)=O)n1 (configuration not stated)	1	1.3	-0.4	-2.2	-0.1	x	2	3	1.0
Cc1cccc(NC(=O)c2cc3c(s2)-c2c(C)cccc2OC3)n1	16	0.5	-1.3	-1.3	-4.2	1.0	14	22	1.0
O=C(Nc1cccc2c1CCCC2)C1CCN(C(=O)NC2CCCCC2)CC1	-6	x	-3.2	1.6	-0.3	-2.2	3	-5	1.0
COc1ccc(C(=O)c2c[nH]c(C(=O)NCCCN3CCOCC3)c2)cc1	1	1.6	1.2	-0.5	i	x	-1	5	-1.6
COCCN(CCOC)S(=O)(=O)c1ccc(C(=O)Nc2nc3c(s2)CCc2ccccc2-3)cc1	-2	1.2	2.2	0.7	i	0.9	2	10	0.1
O=C(CN(Cc1ccccc1F)C(=O)Cn1nnc(-c2cccs2)n1)NC1CCCCC1	-1	x	0.6	-1.9	i	-2.2	-1	-6	1.5
Cc1cc2c3c(ccc(C)c3n1)N=CN2c1ccccc1	-3	x	0.3	-1.3	-4.5	x	12	9	-1.2
Cc1cc(C(=O)Nc2ncn[nH]2)ccc1[N+](=O)[O-]	-1	0.1	-2.3	-0.4	i	-1.4	-2	6	-0.1
Oc1ccc(C[C@H]2CNCCN2CC2(c3ccccc3)CC2)cc1	-3	0.3	1.5	-1.7	-0.4	-1.3	6	7	0.1
O=C(N/N=C/C=C\c1ccccc1[N+](=O)[O-])c1cc(-c2ccc3ccccc3c2)n[nH]1	9	-1.1	x	-5.2	-0.5	-2.4	-3	13	0.9
CC12CN3CC(C)(CN(C1)C31CCSCC1)C2=O	2	x	-0.7	-4.2	i	-1.6	-2	-3	0.0
CN(C)c1ccc(CNC(=O)C2Cc3c(-c4cccc(C(N)=O)c4)ccnc3O2)cc1 (configuration not stated)	2	-3.2	x	-3.8	-0.3	-0.1	-4	3	x
O=[N+]([O-])c1ccc(SCc2ccco2)cc1N1CCOCC1	15	0.7	-4.2	-3.0	0.6	0.4	-7	6	-0.8
Oc1c(Br)cc(Br)cc1Br	3	0.4	-0.9	-2.9	-0.5	0.6	2	-1	-2.1
O=C(Oc1ccc(-c2cnc3ccccc3n2)cc1)c1cc([N+](=O)[O-])ccc1Cl	-5	x	-0.7	-1.4	i	-1.8	0	2	0.6
NS(=O)(=O)c1ccc(CCNC(=O)c2ccc(Cl)c(S(=O)(=O)NCc3ccco3)c2)cc1	-4	0.4	-0.6	-4.4	-0.4	0.6	0	1	11
CCc1ccccc1NS(=O)(=O)c1cc2c3c(c1)CCN3C(=O)CC2	5	1.8	x	-1.7	i	x	-2	1	0.1
Cn1c(=O)c2cc(NC(=O)c3ccccc3Cl)c(=O)oc2n(C)c1=O	-1	x	-0.8	1.5	-2.0	-1.4	-1	13	0.0
Cc1cc(N(CCCl)CCCl)ccc1/C=N/N=C(\N)c1cnccn1	-8	0.0	3.1	-0.4	-0.1	x	-8	22	4.1
CC(C)c1ccc(OCC(=O)NC(=S)Nc2ccc3c4c(cccc24)CC3)cc1	7	x	-0.3	0.8	-0.3	-1.0	0	9	-0.5
CCn1c(SCc2ccccc2)nc2c1c(=O)[nH]c(=O)n2C	25	2.1	0.6	-0.9	i	1.4	1	-1	-0.4
CCOc1ccc(-c2ccc(SCC(=O)Nc3nnc(C)s3)nn2)cc1	2	0.4	2.6	-1.7	-0.2	-0.9	3	11	-0.2
CCOC(=O)c1[nH]c2ccc(F)cc2c1NC(=O)C(C)N1CCc2cc(OC)c(OC)cc2C1 (configuration not stated)	8	x	2.9	-0.7	i	5.9	9	12	-0.8

13 entries from above, with values under each structure.
Below each compound – Yp Topo-I inh	TcdB inh	Mtb UGM inh	FadD28 FP inh	Vc quorum ag	Mtb BioA inh	Mtb FBA inh	GDH-TPI inh	PfHsp40 rescue
CC12CN3CC(C)(CN(C1)C31CCSCC1)C2=O
  2	x	-0.7	-4.2	i	-1.6	-2	-3	0.0
CN(C)c1ccc(CNC(=O)C2Cc3c(-c4cccc(C(N)=O)c4)ccnc3O2)cc1 (configuration not stated)
  2	-3.2	x	-3.8	-0.3	-0.1	-4	3	x
O=[N+]([O-])c1ccc(SCc2ccco2)cc1N1CCOCC1
  15	0.7	-4.2	-3.0	0.6	0.4	-7	6	-0.8
Oc1c(Br)cc(Br)cc1Br
  3	0.4	-0.9	-2.9	-0.5	0.6	2	-1	-2.1
O=C(Oc1ccc(-c2cnc3ccccc3n2)cc1)c1cc([N+](=O)[O-])ccc1Cl
  -5	x	-0.7	-1.4	i	-1.8	0	2	0.6
NS(=O)(=O)c1ccc(CCNC(=O)c2ccc(Cl)c(S(=O)(=O)NCc3ccco3)c2)cc1
  -4	0.4	-0.6	-4.4	-0.4	0.6	0	1	11
CCc1ccccc1NS(=O)(=O)c1cc2c3c(c1)CCN3C(=O)CC2
  5	1.8	x	-1.7	i	x	-2	1	0.1
Cn1c(=O)c2cc(NC(=O)c3ccccc3Cl)c(=O)oc2n(C)c1=O
  -1	x	-0.8	1.5	-2.0	-1.4	-1	13	0.0
Cc1cc(N(CCCl)CCCl)ccc1/C=N/N=C(\N)c1cnccn1
  -8	0.0	3.1	-0.4	-0.1	x	-8	22	4.1
CC(C)c1ccc(OCC(=O)NC(=S)Nc2ccc3c4c(cccc24)CC3)cc1
  7	x	-0.3	0.8	-0.3	-1.0	0	9	-0.5
CCn1c(SCc2ccccc2)nc2c1c(=O)[nH]c(=O)n2C
  25	2.1	0.6	-0.9	i	1.4	1	-1	-0.4
CCOc1ccc(-c2ccc(SCC(=O)Nc3nnc(C)s3)nn2)cc1
  2	0.4	2.6	-1.7	-0.2	-0.9	3	11	-0.2
CCOC(=O)c1[nH]c2ccc(F)cc2c1NC(=O)C(C)N1CCc2cc(OC)c(OC)cc2C1 (configuration not stated)
  8	x	2.9	-0.7	i	5.9	9	12	-0.8

The list continues:
SMILES	Yp Topo-I inh	TcdB inh	Mtb UGM inh	FadD28 FP inh	Vc quorum ag	Mtb BioA inh	Mtb FBA inh	GDH-TPI inh	PfHsp40 rescue
Cc1ccc(N)c(C(=O)CCCCC(=O)O)c1	-7	x	-4.9	4.7	-0.2	-3.6	6	2	-0.3
CC(=O)Nc1ccc(S(=O)(=O)N(CCc2ccccc2)CC(=O)N/N=C/c2ccc(C(=O)O)cc2)cc1	-1	0.9	-0.3	-7.6	-0.1	x	0	-2	-1.0
C/C=C/Cn1c(N(C)Cc2ccccc2)nc2c1c(=O)[nH]c(=O)n2C	20	1.1	x	-3.1	-0.2	12	0	1	1.7
CN1CCN(C(=O)CN(c2cccc(Cl)c2)S(=O)(=O)c2ccccc2)CC1	-2	x	-0.4	-5.1	x	1.5	-2	-4	-1.2
CC12CN3CC(c4ccccc4)(CN(C1)C31CCCCC1)C2=O	-2	x	-2.2	-2.0	8.5	-0.5	9	-9	-0.2
Cc1ccc(NC(=O)CSc2nnc(C3CC3)n2N)cc1S(=O)(=O)N1CCOCC1	5	-3.0	-0.6	-3.2	i	x	2	4	0.6
CCN(CC)CCNC(=O)c1sc2nc(-c3ccccc3)cn2c1C	3	3.1	2.4	-3.6	-0.2	0.1	-2	3	0.0
Cc1ccc(CSc2nc3sc(C)c(C)c3c(=O)n2Cc2ccco2)cc1	-5	x	1.9	-3.2	x	-1.1	1	7	0.7
CC(=O)C1C(=O)CC(C)(O)C(C(C)=O)C1c1ccc(N(C)C)cc1 (configuration not stated)	-9	x	-0.1	-0.7	-0.7	-1.7	-1	5	0.3
Clc1ccc2[nH]c3c(c2c1)CNCC3	0	-2.6	-1.5	x	-0.6	-0.9	1	11	1.1
COc1ccc(C(=O)ON=C2CCN(C)CC2)cc1	6	-0.1	-2.6	-1.0	-0.3	x	3	3	0.1
